# Source: PubChem BioAssay
# GLP-1R inv ag: inverse agonists of human GLP-1 receptor | P43220 | HEK293 GLP-1R CRE-luciferase, luminescence, 24 h; GLP-1R form is constitutively active | Potency, µM (highest dose often 38.3 µM), inactives show top-dose activity change, negative = inhibition, usual class: inhibitors | 410,000 tested, 1.6% active; further: potency means the concentration at half of the fitted maximal effect; on the % scale 0 is the no-effect control and ±100 the full control effect; nearly all actives have a fitted effect of over 55% in size
# Target sequence (P43220 whole entry, looked up): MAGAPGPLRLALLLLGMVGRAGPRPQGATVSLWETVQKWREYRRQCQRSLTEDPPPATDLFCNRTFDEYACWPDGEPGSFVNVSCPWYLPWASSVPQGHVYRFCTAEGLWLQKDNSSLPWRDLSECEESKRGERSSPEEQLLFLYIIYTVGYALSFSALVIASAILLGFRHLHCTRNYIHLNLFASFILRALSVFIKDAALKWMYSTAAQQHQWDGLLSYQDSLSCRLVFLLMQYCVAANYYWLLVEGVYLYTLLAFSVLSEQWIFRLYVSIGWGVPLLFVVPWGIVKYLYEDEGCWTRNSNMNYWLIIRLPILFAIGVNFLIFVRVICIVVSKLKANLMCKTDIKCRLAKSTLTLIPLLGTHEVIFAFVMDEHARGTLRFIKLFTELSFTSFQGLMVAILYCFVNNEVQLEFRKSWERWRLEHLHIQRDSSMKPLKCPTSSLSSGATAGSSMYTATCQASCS
#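 GLP-1R inverse agonism mode: basal reporter luminescence in engineered HEK293 cells measured after one day of compound exposure at 37 deg C, with a 12 min room-temperature detection step.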
# WRN inhibitor: WRN helicase (human) inhibition. AID 651768. Q14191. WRN helicase unwinding, fluorescent forked duplex, kinetic. Potency, µM (highest dose often 114 µM), inactives show at the top dose activity change, negative = inhibition, hits mostly inhibitors. 360,000 tested, 0.46% active; further: potency means the concentration at half of the fitted maximal effect; on the % scale 0 is the no-effect control and ±100 the full control effect; nearly all actives have a fitted effect of over 55% in size
#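 WRN at 20 nM final preincubated with compound 15 min at room temperature; reaction started with 100 nM fluorophore/quencher forked duplex oligonucleotide and 2 mM ATP final. Unwinding followed kinetically by red fluorescence (ex 525, em 598 nm).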
# PLK1 PBD inh: inhibitors of human PLK1 polo-box domain binding; Plk1 PBD binding of FITC phosphopeptide, fluorescence polarization; Potency, µM, for inactives: max response, negative = inhibition, usual class: inhibitors; P53350; 360,000 tested, 2.8% active; further: potency means the concentration at half of the fitted maximal effect; series mostly up to about 57 µM; on the % scale 0 is the no-effect control and ±100 the full control effect; nearly all actives have a fitted effect of over 65% in size
# D3 ag: agonists of human D3 dopamine receptor; max activation, %; P35462; D3R DiscoveRx beta-arrestin cells, luminescence, 90 min; 410,000 tested, 0.58% active; in the data active means max activation above about 30%; further: 0% is about no effect; mostly tested at two doses, the higher about 12 µM
# Target sequence (P35462 whole entry, looked up): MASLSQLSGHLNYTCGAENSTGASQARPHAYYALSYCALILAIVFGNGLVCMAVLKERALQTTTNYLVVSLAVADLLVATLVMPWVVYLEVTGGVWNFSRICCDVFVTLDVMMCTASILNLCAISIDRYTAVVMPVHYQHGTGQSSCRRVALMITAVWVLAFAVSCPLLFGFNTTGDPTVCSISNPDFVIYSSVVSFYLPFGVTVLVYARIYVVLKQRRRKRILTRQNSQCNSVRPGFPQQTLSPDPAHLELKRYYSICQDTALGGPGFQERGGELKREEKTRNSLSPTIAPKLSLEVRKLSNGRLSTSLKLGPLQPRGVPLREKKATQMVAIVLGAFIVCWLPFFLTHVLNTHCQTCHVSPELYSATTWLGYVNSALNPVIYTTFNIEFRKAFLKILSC
#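 Agonist mode: compounds and dopamine controls were applied to plated cells for 90 min at 37 degrees C after an overnight attachment at 1500 cells/well. Luminescent read-out followed 30 - 60 minutes at room temperature with DiscoveRx detection reagent.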
# PI5P4K alpha inh: PI5P4K alpha (human) kinase inhibition | max response, % | PI5P4Kalpha enzyme, ADP-Glo luminescence, 60 min; stronger effect = lower value | 330,000 tested, 1.2% active | P48426; active means max response of -50% or lower; inconclusive means between -30% and -50%; inactive means -30% or higher; further: value at the top dose of about 77 µM; on the % scale 0 is the no-effect control and ±100 the full control effect
#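 Enzyme plus substrate dispensed, test compounds pinned in, then ATP (5 microM final) added. After 60 min at RT, ADP-Glo reagent 1 for 45 min and reagent 2 for 30 min preceded luminescence imaging.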
# IL2 activator: activates IL-2 in a cell-based reporter assay | IL-2 activation reporter assay, cell-based qHTS; stimulated with anti-CD3/CD4/CD28 beads; in transgenic mouse T cells | activation, % (series mostly up to about 46 µM) | 360,000 tested, 0.065% active | AID 652025; in the data active means activation above about 50%; inconclusive means mostly about 30% to 49%; further: 0% is about no effect
#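 First, unstimulated transgenic mouse T cells were exposed to compound for 60 min. Next, anti-CD3/anti-CD4-coated beads with anti-CD28 were added. Finally, after 18 h at 37 degrees C, EGFP and DsRed were imaged.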
# GLP1R ag: GLP-1 receptor (human) agonism | HEK293 GLP-1R CRE-luciferase, luminescence, 4-6 h; cells express a hypersensitive GLP-1R form | Potency, µM (top dose mostly 45.6 µM), without a hit: at the highest dose activation, actives largely listed as activators | 380,000 tested, 0.007% active | AID 624172; further: potency means the concentration at half of the fitted maximal effect; % of control where 0% means no effect
# HEK293 tox: cytotoxicity counter-screen for GLP-1 receptor inverse agonists | HEK293 cAMP-luciferase reporter cells, luminescence, 24 h | Potency, µM (series often up to 38.3 µM), without a hit: at the highest dose activity change, negative = inhibition, hits mostly inhibitors | 410,000 tested, 0.13% active | AID 624418;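 further: loss of luciferase light is scored as toxicity; potency means the concentration at half of the fitted maximal effect; on the % scale 0 is the no-effect control and ±100 the full control effect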
#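 MLSMR compounds, 24 hr on cells at 37 deg C/5% CO2; luminescence after luciferase reagent (12 min RT). Inhibition counted as the undesired cytotoxic outcome.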
# DRD3 antagonist: D3 dopamine receptor (human) antagonism | 360,000 tested, 2.5% active | P35462 | AID 652054 | D3R cells, DiscoveRx beta-arrestin luminescence, antagonist mode; stronger effect = lower value | max response, negative = inhibition, %; in the data active means max response below about -50%; inconclusive means no clear call, values can overlap the other calls; further: on the % scale 0 is the no-effect control and ±100 the full control effect; mostly tested at two doses, the higher about 12 µM
#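 Cells plated overnight at 1500 cells/well, then exposed to library compounds with dopamine controls for 90 minutes at 37 degrees C. DiscoveRx reagent added for 30–60 minutes at room temperature; luminescence read, quantitative HTS format.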
# Numbers without * were called inactive; ? = inconclusive; . = not tested or not shown; & = joins results of further samples; [ ] = remark or other dose. Unless noted, the call rests on the fitted dose curve; in most records, active means well fitted curve in the direction sought with a large enough effect; inconclusive means small, poorly fitted or top-dose-only effect, or another doubt; inactive means no such curve, though single readings can be large; an effect the other way counts as inactive or inconclusive.
1	O=C1C2CCCN2C(c2ccc(Cl)cc2)N1c1nccs1 (stereo not given)
2	CCn1c(SC(C)C(=O)O)nc2sc3c(c2c1=O)CCC3 (stereo not given)
3	OC1CCCN(Cc2c3ccccc3cc3ccccc23)C1 (stereo not given)
4	O=C1CN(c2nc(-c3ccccc3)c3cc(Cl)ccc3n2)c2ccccc2N1
5	CCOc1ccccc1C(=O)Nc1nnc(SCC(=O)N2CCCC2)s1
6	COC(=O)c1ccc(Cn2nnc3c(=O)[nH]c(C4CCCN(S(=O)(=O)c5ccccc5)C4)nc32)cc1 (stereo not given)
7	Cc1cccc(N(CC(=O)N(C)Cc2ccccc2)S(=O)(=O)c2ccccc2)c1C
8	COc1cc2c(C(=O)O)c(C)n(CC(C)C)c2c2ccccc12
entry no.	1	2	3	4	5	6	7	8
GLP-1R inv ag	-8%	21%	?	5%	4%	-1%&11%	?	-7%
WRN inhibitor	2%	56µM*	-14%[57.1 µM]	-8%	8%	-1%	.	0%
PLK1 PBD inh	?	?	-5%	7%	-10%	-3%	.	-7%
D3 ag	15	-1	-1	0	0	3&-18	-2	5
PI5P4K alpha inh	-4	?	.	4	-2	-2	.	0
IL2 activator	0.6	1.1	0.3	-0.3	-1.3	-1.1	.	-0.7
GLP1R ag	-4%	-5%	-8%	0%	4%	-5%	-5%	-3%
HEK293 tox	-11%	8%	-19%	-2%	-6%	4%&6%	-4%	-9%
DRD3 antagonist	-17	80	17	0	9	7	.	21

9	CC1CC(C)CN(c2ccc(C(=O)NCc3ccc4c(c3)OCO4)cc2[N+](=O)[O-])C1 (stereo not given)
10	CC(=O)c1ccc(N2CCN(S(=O)(=O)c3c(C(=O)N4CCCC4)c(C)n(C)c3C)CC2)cc1
11	COC(=O)c1ccc(-c2nc3ccc(C)cc3o2)cc1
12	CCOC(=O)c1cnc2cc(-c3ccc(Cl)cc3)nn2c1N
13	CCN(CC)C(=O)N1CCN(S(=O)(=O)c2ccc(C)cc2)CC1
14	N#CC1=C(N)N(c2ccccc2)C(c2ccco2)C1(C#N)C#N (stereo not given)
15	Cn1nc(C(F)(F)F)c(C(=O)Nc2ccc(C(F)(F)F)cc2)c1Cl
16	CC(Oc1ccc(Cl)cc1Cl)C(=O)Nc1ccc(OCC(=O)O)cc1 (stereo not given)
entry no.	9	10	11	12	13	14	15	16
GLP-1R inv ag	11µM*	32%[activator]	0%	12%	0%	70%[activator]	?	18%
WRN inhibitor	-6%	-1%	1%	3%	1%	-10%	-7%	-6%
PLK1 PBD inh	-4%	-6%	2%	-5%	-2%	-16%	-8%	1%
D3 ag	-32	0	-1	-14	9	3	0	3
PI5P4K alpha inh	-4	-2	-1	.	.	-9	.	7
IL2 activator	-2.3	1.8	-3.5	-2.4	-1.2	0.3	-3.9	1.0
GLP1R ag	3%	16%	-4%	0%	-1%	28%	-3%	-3%
HEK293 tox	-17%	-1%	-24%	7%	4%	12%	24%	-10%
DRD3 antagonist	?	-10	-9	-29	-16	-1	-19	1

17	CCc1nnc(NC(=O)OCc2ccccc2)s1
18	O=C(CSc1ccc([N+](=O)[O-])cc1)Nc1cccc(S(=O)(=O)Nc2ccccc2F)c1
19	CCc1ccc(OCC(=O)O/N=C(\N)c2ccccn2)cc1
20	Oc1[nH]c2ccccc2c1/C=N/c1nccs1
21	Cc1noc(C)c1C(=O)N1CCCC(C)(C(=O)NS(=O)(=O)C2CC2)C1 (stereo not given)
22	Oc1ccc(/C=N/N2CCCCC2)c(O)c1O
23	C=CCNC(=O)/C(C#N)=C/c1c(N2CC(C)OC(C)C2)nc2ccccn2c1=O (stereo not given)
24	Cc1nnc(NC(=O)c2ccc(S(=O)(=O)N3CC(C)OC(C)C3)cc2)o1 (stereo not given)
entry no.	17	18	19	20	21	22	23	24
GLP-1R inv ag	3%	?	?	-3%	17%	9%	41%[activator]	18%
WRN inhibitor	-5%[57.1 µM]	-8%	0%	-14%	-1%	?	1%	-30%
PLK1 PBD inh	1%	9.5µM*	-1%	-8%	-6%	11µM*	-1%	-7%
D3 ag	4	1	-6	1	8	20	4	-3
PI5P4K alpha inh	.	?	4	-7	9	?	-7	-3
IL2 activator	-0.4	-1.4	0.6	1.2	1.7	-6.2	-0.7	-6.6
GLP1R ag	-1%	14%	0%	-1%	0%	-1%	10%	-2%
HEK293 tox	-4%	-19%	-41%	-4%	-7%	-4%	81%[activator]	8%
DRD3 antagonist	5	-2	-6	7	-2	16	9	6

25	O=C(CN1CCOCC1)Nc1ccc(NC(=O)c2ccccc2F)cc1
26	O=C(O)c1nccnc1C(=O)Nc1ccccc1N1CCOCC1
27	C=CCSc1nc(N)c2c(C)c(C)sc2n1
28	O=C1/C(=C/c2cccnc2)SC(=S)N1c1ccc(O)cc1
29	O=C(c1cncc(Br)c1)N1CCN(c2ccc(N3CCOCC3)nn2)CC1
30	COc1ccc2nc(C)cc(SCC(=O)NNC(=O)COc3ccccc3)c2c1
31	O=C(NC1=NCCS1)c1cccc(Br)c1
32	COc1ccc(/C=C(\NC(=O)c2ccc([N+](=O)[O-])cc2)C(=O)NCCCn2ccnc2)cc1
entry no.	25	26	27	28	29	30	31	32
GLP-1R inv ag	3%	15%	22%	?	-5%	-3%	11%	10%
WRN inhibitor	3%	-9%	5%	-22%	9%	-9%	-2%	-2%
PLK1 PBD inh	0%	-9%	-10%	-1%	-4%	-10%	-4%	-10%
D3 ag	3	-10	-1	4	1	-7	2	25
PI5P4K alpha inh	0	9	.	-3	-2	0	6	-3
IL2 activator	-0.5	0.9	-1.7	3.9	-3.0	0.6	0.4	-0.1
GLP1R ag	10%	2%	8%	-7%	-1%	-1%	-5%	-1%
HEK293 tox	-8%	0%	1%	?	-3%	-3%	-3%	6%
DRD3 antagonist	9	-7	13	-15	5	-29	8	8

33	Cn1c(CCN2CCOCC2)nc2cc(NC(=O)COc3ccc(Cl)cc3)ccc21
34	CC(=O)C1=CCC(c2ccccc2Cl)N(S(=O)(=O)c2ccc(C)cc2)C1 (stereo not given)
35	CCCNC(=O)C1(C)CCN(Cc2ccc(-n3ccnc3)cc2)C1 (stereo not given)
36	Cc1ccc(CNC(=O)CN(c2cc(C)cc(C)c2)S(=O)(=O)c2c(C)noc2C)cc1
37	O=C(CN1C(=O)NC2(CCCC2)C1=O)Nc1ccccc1N1CCCCC1
38	C=C1c2cccc(C(F)(F)F)c2O[C@H](C(=O)OCC)[C@H]1OC
39	Cc1cc(N2CCC(C(=O)Nc3ccc(F)cc3F)CC2)n2nc(C)c(-c3ccc(Cl)cc3)c2n1
40	O=C1c2ccccc2C(c2nnnn2-c2ccc3c(c2)OCCO3)N1Cc1ccco1 (stereo not given)
entry no.	33	34	35	36	37	38	39	40
GLP-1R inv ag	-3%	?	-2%	?	-21%	2%	8%	-2%
WRN inhibitor	5%	-12%	5%	.	1%	-7%	.	-3%
PLK1 PBD inh	-6%	-4%	-6%	.	-5%	-8%	.	-17%
D3 ag	-2	-6	-3	1	5	-21	7	-8
PI5P4K alpha inh	-1	-1	-2	.	10	0	.	-1
IL2 activator	-2.4	-1.0	-0.2	.	8.1	0.9	.	-0.8
GLP1R ag	-3%	10%	-9%	0%	6%	0%	1%	-2%
HEK293 tox	-17%	?	3%	-7%	-2%	1%	1%	-7%
DRD3 antagonist	9	-2	16	.	3	-6	.	-25

41	O=C(COC(=O)/C=C/c1cccc(F)c1)NC(=O)NCc1ccccc1
42	O=C(COC(=O)CNC(=O)c1ccc(Cl)cc1)Nc1ccc(Cl)cn1
43	CCOc1ccc(NC(=O)c2nn(C)cc2Br)cc1
44	O=C(Nc1ccccc1N1CCOCC1)c1ccc([N+](=O)[O-])s1
45	COC(=O)C1=C(O)/C(=C\c2cc(C)n(-c3ccc(F)cc3)c2C)N=C1C
46	COc1ccc(-c2cc(C#N)nc(N3CCN(C)CC3)n2)cc1
47	Cc1nnn(-c2nonc2N)c1C(=O)N/N=C/c1ccccc1O
48	O=C(O)CCCNS(=O)(=O)Cc1ccccc1
49	Cc1ccc(-c2n[nH]c(=S)n2C)cc1
50	CCCOc1cccc(-c2nnc(N)s2)c1
51	CC1=C(C(=O)OC(C)C)C(c2cccs2)n2ncnc2N1 (stereo not given)
entry no.	41	42	43	44	45	46	47	48	49	50	51
GLP-1R inv ag	0%	-7%	14%	-23%	7%	?	0%	13%	-12%	31%	-3%
WRN inhibitor	-1%	-8%	3%	0%	-13%	6%	-10%	-2%	-28%	-4%[57.1 µM]	-6%
PLK1 PBD inh	-1%	-3%	-1%	?	?	-10%	-14%	-1%	-13%	-5%	-2%
D3 ag	5	1	14	-19	-7	-24	3	0	-13	1	6
PI5P4K alpha inh	0	10	.	2	-30	3	-13	1	-8	-3	9
IL2 activator	-0.4	0.2	-0.2	-4.2	0.0	-0.7	1.4	-3.3	-3.2	-2.2	1.3
GLP1R ag	-3%	-5%	-5%	1%	0%	7%	-13%	-7%	2%	0%	0%
HEK293 tox	2%	-8%	7%	0%	2%	-4%	-10%	-3%	-2%	-8%	0%
DRD3 antagonist	-20	25	-17	?	9	?	3	13	7	12	17

# Reformatted: results already given.
no. | canonical_smiles | GLP-1R inv ag | WRN inhibitor | PLK1 PBD inh | D3 ag | PI5P4K alpha inh | IL2 activator | GLP1R ag | HEK293 tox | DRD3 antagonist
45 | COC(=O)C1=C(O)/C(=C\c2cc(C)n(-c3ccc(F)cc3)c2C)N=C1C | 7% | -13% | ? | -7 | -30 | 0.0 | 0% | 2% | 9
17 | CCc1nnc(NC(=O)OCc2ccccc2)s1 | 3% | -5%[57.1 µM] | 1% | 4 | . | -0.4 | -1% | -4% | 5
25 | O=C(CN1CCOCC1)Nc1ccc(NC(=O)c2ccccc2F)cc1 | 3% | 3% | 0% | 3 | 0 | -0.5 | 10% | -8% | 9
38 | C=C1c2cccc(C(F)(F)F)c2O[C@H](C(=O)OCC)[C@H]1OC | 2% | -7% | -8% | -21 | 0 | 0.9 | 0% | 1% | -6
34 | CC(=O)C1=CCC(c2ccccc2Cl)N(S(=O)(=O)c2ccc(C)cc2)C1 (stereo not given) | ? | -12% | -4% | -6 | -1 | -1.0 | 10% | ? | -2

# This is a random part of the collection. About 7.8% of those tested had a hit in this group.
